Compound activity: PubChem BioAssay, National Center for Advancing Translational Sciences (NCATS)
JMJD2A Tudor inh = blocks the human JMJD2A Tudor domain | Potency, µM (doses to about 114 µM), without a hit: top-dose activity change, negative = inhibition, hits mostly inhibitors | AlphaScreen JMJD2A-Tudor / H3K4me3 peptide binding | 390,000 compounds, 4.4% hits | AID 504339; note: % is set by controls: 0 for no effect and ±100 for the full control effect; nearly all actives have a fitted effect of over 50% in size
POLI inh = blocks human DNA polymerase iota activity; Potency, µM (highest dose often 115 µM), inactives show at the highest dose activity, negative = inhibition, hits mostly inhibitors; Pol iota fluorescent replication assay, 10 min; Q9UNA4; AID 588590; 390,000 compounds, 1% hits
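Pol iota at 10 nM preincubated 15 min with compounds at room temperature; reaction started with fluorescent substrate, 50 nM final. Fluorescence read kinetically at 0 and 10 min; buffer-only wells as negative control.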
GLS inhibitor = inhibitors of human glutaminase (GLS) | O94925 | GLS enzymatic activity, qHTS titration | Potency, µM (doses to about 45.5 µM), inactives show at the top dose activity change, negative = inhibition, most hits filed as inhibitors | 410,000 compounds, 0.21% hits; note: % is set by controls: 0 for no effect and ±100 for the full control effect
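hKGA in 45 mM KH2PO4 pH 8.2, 0.02% Tween-20 with pin-transferred compounds; 1 mM L-glutamine (stock) plus glutamate oxidase/HRP/Amplex Red coupling added. Fluorescence read initially and after 30 min at RT.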
BAZ2B inh = blocks human BAZ2B; Potency, µM (series often up to 114 µM), without a hit: at the highest dose activity change, negative = inhibition, usual class: inhibitors; AID 504333; AlphaScreen BAZ2B-H3K14Ac peptide displacement; 360,000 compounds, 4.4% hits; Q9UIF8; note: % is set by controls: 0 for no effect and ±100 for the full control effect; nearly all actives have a fitted effect of over 60% in size
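Protein-peptide AlphaScreen: BAZ2B 50 nM, b-H3K14Ac 50 nM, 1x PBS pH 7.4 + 0.01% Tween-20. Preincubation 30 min RT; cpd 30 min RT (top 110 uM); beads 20 min RT, light-protected.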
Pin1 inh = blocks the human prolyl isomerase Pin1. Q13526. 390,000 compounds, 0.009% hits. Pin1 FP peptide displacement, HiFluor488, 10 min. Potency, µM (series often up to 115 µM), inactives show top-dose activity, negative = inhibition, usual class: inhibitors; active = well fitted inhibition curve with a large enough effect in the polarisation, with a control signal flat, not every such curve was filed as active; inconclusive = small, poorly fitted or top-dose-only effect, or effect the other way, or a change in a side signal; inactive = no such curve, though single readings can be large or run the other way; the % refers to the polarisation; note: % is set by controls: 0 for no effect and ±100 for the full control effect
HP1b chromo inh = HP1-beta chromodomain-methylated histone interaction inhibition; 390,000 compounds, 0.56% hits; P83916; AID 540317; AlphaScreen HP1-beta / biotin-H3K9me3 peptide binding; Potency, µM (series often up to 114 µM), without a hit: top-dose activity change, negative = inhibition, hits mostly inhibitors; note: nearly all actives have a fitted effect of over 70% in size; inactives centre near 23
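Compound inhibition of the preformed complex between 50 nM HP1-beta and 50 nM biotinylated H3K9me3 peptide was read by AlphaScreen. Buffer was PBS pH 7.4 with 0.01% Tween-20. Incubations ran 30 min at room temperature, with 10 ug/mL donor/acceptor beads.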
BLM helicase inh = Bloom syndrome helicase (human) inhibition | 350,000 compounds, 0.2% hits | AID 2528 | recombinant BLM DNA unwinding, fluorescence dequenching | Potency, µM (series often up to 56.1 µM), for the others: top-dose activity change, negative = inhibition, most hits filed as inhibitors | P54132;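 note: plate controls were vehicle for no effect and no enzyme for full effect; nearly all actives have a fitted effect of over 35% in size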
Target sequence (P54132 whole entry, looked up): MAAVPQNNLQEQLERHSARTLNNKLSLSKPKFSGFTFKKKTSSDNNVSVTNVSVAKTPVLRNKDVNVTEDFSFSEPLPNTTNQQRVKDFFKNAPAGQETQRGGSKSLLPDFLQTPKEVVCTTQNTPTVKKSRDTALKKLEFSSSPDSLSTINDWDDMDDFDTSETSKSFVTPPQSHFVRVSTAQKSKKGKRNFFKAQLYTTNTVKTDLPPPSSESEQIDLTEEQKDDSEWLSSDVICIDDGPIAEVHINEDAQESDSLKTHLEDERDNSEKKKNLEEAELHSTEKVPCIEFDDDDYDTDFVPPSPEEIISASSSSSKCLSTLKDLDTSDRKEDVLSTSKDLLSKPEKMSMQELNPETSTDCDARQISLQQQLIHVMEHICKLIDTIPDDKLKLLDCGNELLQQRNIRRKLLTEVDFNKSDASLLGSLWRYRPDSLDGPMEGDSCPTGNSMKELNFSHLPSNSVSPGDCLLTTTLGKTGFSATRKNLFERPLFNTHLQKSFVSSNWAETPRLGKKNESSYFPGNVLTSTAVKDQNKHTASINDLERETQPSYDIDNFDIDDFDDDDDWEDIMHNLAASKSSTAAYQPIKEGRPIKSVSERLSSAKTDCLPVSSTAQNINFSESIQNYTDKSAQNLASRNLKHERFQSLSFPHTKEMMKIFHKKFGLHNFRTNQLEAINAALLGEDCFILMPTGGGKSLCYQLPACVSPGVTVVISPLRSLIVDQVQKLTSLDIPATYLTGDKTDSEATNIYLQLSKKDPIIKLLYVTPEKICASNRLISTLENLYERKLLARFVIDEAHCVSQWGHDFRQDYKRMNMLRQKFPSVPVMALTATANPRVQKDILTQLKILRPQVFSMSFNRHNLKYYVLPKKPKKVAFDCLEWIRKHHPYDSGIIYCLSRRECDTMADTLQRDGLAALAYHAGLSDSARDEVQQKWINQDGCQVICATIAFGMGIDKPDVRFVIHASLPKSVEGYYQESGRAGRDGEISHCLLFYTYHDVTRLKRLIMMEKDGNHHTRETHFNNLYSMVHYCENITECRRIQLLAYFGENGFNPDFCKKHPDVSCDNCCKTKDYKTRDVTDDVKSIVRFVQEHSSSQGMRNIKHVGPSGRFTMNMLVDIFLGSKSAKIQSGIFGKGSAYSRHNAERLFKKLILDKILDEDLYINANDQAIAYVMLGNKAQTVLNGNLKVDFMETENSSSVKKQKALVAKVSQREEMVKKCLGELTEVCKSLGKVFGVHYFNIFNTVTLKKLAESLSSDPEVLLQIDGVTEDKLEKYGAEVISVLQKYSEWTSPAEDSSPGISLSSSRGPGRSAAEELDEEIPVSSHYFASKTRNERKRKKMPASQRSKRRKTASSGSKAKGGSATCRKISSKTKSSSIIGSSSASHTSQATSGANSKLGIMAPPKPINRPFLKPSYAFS
G9a block = blocks human histone lysine methyltransferase G9a; 350,000 compounds, 8.8% hits; Q96KQ7; AID 504332; G9a H3K9 monomethylation, AlphaScreen, 2 h; Potency, µM (highest dose often 102 µM), without a hit: at the highest dose activity, negative = inhibition, usual class: inhibitors; note: % is set by controls: 0 for no effect and ±100 for the full control effect; nearly all actives have a fitted effect of over 75% in size
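G9a (20 nM) preincubated 15 min RT with compounds, then 500 nM biotinylated H3K9 peptide and 20 uM SAM added; 2 h RT reaction. Monomethyl-H3K9 product detected by AlphaScreen with anti-H3K9me1 antibody, streptavidin donor and anti-rabbit IgG acceptor beads.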
PGK inhibitor = T. brucei PGK inhibition. P07378. PGK/GAPDH coupled, Kinase-Glo luminescence, 60 min. Potency, µM (top dose mostly 57.5 µM), inactives show top-dose activity change, negative = inhibition, usual class: inhibitors. 380,000 compounds, 0.043% hits. AID 602233; note: % is set by controls: 0 for no effect and ±100 for the full control effect; nearly all actives have a fitted effect of over 60% in size
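Luminescent ATP detection (Kinase-Glo Plus) follows a 60-minute room-temperature incubation, with wells lacking PGK as controls. Buffer: 100 mM TEA (pH 7.6), 5 mM MgCl2, 0.01% Tween-20. Coupling enzyme GAPDH (100 nM final) supplies unstable 1,3-BPG in-well.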
An asterisk follows results filed as active; i = inactive; ? = inconclusive; . = not tested or not shown; & = joins results of further samples; ! = not confirmed by another sample; [ ] = another dose, or the depositor's remark. Unless noted, calls come from the whole dose curve; as a rule, active = well fitted curve in the direction sought with a large enough effect; inconclusive = small, poorly fitted or top-dose-only effect, or another doubt; inactive = no such curve, though single readings can be large; an effect the other way counts as inactive or inconclusive. Potency is the fitted concentration of half-maximal effect. This is a subset; the hit share may differ from the screen's.

canonical_smiles,JMJD2A Tudor inh,POLI inh,GLS inhibitor,BAZ2B inh,Pin1 inh,HP1b chromo inh,BLM helicase inh,G9a block,PGK inhibitor
O=[N+]([O-])c1cc(-c2nc(-c3ccncc3)no2)ccc1Cl,-27.2%,-2.9%,6.3%,-24.2%,-3.2%,21.0%,-1.5%,7.9%[59 µM],-1.3%
O=C(NCc1ccco1)c1ccc2ccccc2n1,-5.8%,101.2%[activator],1.3%,-23.3%,2.9%,25.0%,0.1%,-5.5%,6.2%
COc1cccc(C(=O)Nc2cccc(OCC(=O)c3ccccc3)c2)c1,-15.5%,51.6%[activator],2.7%,-13.5%,14.4%,47.9%[activator],-7.3%,12.3%,-3.9%
CCN1CC(O)=C(c2nc3ccccc3s2)C1=N,-15.8%,-7.4%,0.2%,2.3%,-6.6%,12.1%,-1.3%,?,-9.8%
Cc1c(=O)n(OCc2cccc(F)c2)c2ccccc2[n+]1[O-],-9.2%,4.2%,-0.5%,-7.9%,7.9%,39.8%[activator],-1.5%,-4.1%,i
CCOc1ccc(-n2c(=S)sc3c(=O)n(-c4ccccc4)c(SCC(=O)O)nc32)cc1,-4.0%,-4.3%,21.1%,2.2%,-9.7%,17.2%,2.7%,-13.1%,-1.8%
Cc1ccc(N2CN(Cc3cccnc3)CNC2=S)c(C)c1,-2.4%,170.2%[activator],6.1%,-2.5%,-2.7%,11.9%,3.1%,5.8%[59 µM],-6.8%
COc1cccc(OC)c1C(=O)Nc1cccc2c1CCCC2,-9.5%,18.2%,-8.8%,12.6%,-3.7%,33.4%,5.0%,2.7%[0.501 µM],-5.9%
O=C(NCCc1ccccc1)c1cc(S(=O)(=O)N2CCCC2)ccc1F,4.1%,15.1%,6.1%,-2.0%,-1.3%,39.1%[activator],-0.4%,23.2%,5.6%
CC(C)c1ccc(NC2CCCN(C(=O)CN3C(=O)CSC3=O)C2)cc1 (stereo unspecified),-33.3%,45.4%[activator],-8.0%,?,0.1%,11.2%,-3.1%,-16.2%[59 µM],-2.6%
O=C(OCC(=O)c1c[nH]c2ccccc12)C1=COCCO1,-10.6%,5.6%,-17.4%,8.9%,-0.1%,23.1%,-2.1%,19.9%[12.7 µM],-7.1%
CC1=C(C(=O)Nc2ccccc2)C(c2cc(Br)ccc2F)n2ncc(C(=O)Nc3ccccc3)c2N1 (stereo unspecified),-11.3%,-24.3%,2.2%,6.3%[57.1 µM],10.0%,26.5%,-8.9%,-20.6%[59 µM],-1.4%
CCOC(=O)C1=C[C@]2(CC)CCCN3CCc4c(n1c1ccccc41)[C@@H]32,-33.8%,7.9%,-0.7%&-2.5%,?,-7.2%,26.5%,3.9%&-1.5%,22.4µM*!,-5.3%
COc1ccc(NC(=O)C2CCN(S(=O)(=O)c3c(C)noc3/C=C/c3ccc(C)cc3)CC2)cc1Cl,-8.0%,-19.2%,5.3%,-1.0%,-7.5%,22.3%[57 µM],-0.8%,-9.0%[59 µM],i
N#Cc1ccccc1OCC(=O)NC(=O)NCc1ccco1,-32.4%,?,-10.5%,?,-1.9%,-6.8%,-14.0%,-4.2%[59 µM],-5.9%
CCOc1ccc(NS(=O)(=O)c2ccc(C(=O)N3CCN(c4ncccn4)CC3)cc2)cc1,1.1%,73.7%[activator],-11.6%,.,7.1%,14.4%,3.2%,?,i
Cn1c(=O)n(C)c2cc(N3CCOCC3)c(NC(=O)c3ccc(F)cc3)cc21,0.0%,-3.4%,-4.7%,?,-2.1%,28.4%,0.8%,10.8%[0.0925 µM],5.8%
CCOC(=O)c1sc(NC(=O)CSc2nc(C)cc(C(F)(F)F)n2)c(C#N)c1C,50.1µM*,?,-17.3%,?,-0.3%,?,-3.9%,11.2µM*,i
CN(Cc1ccccc1)CC1C2CCC(C2)C1O (stereo unspecified),-4.8%,-1.3%,2.7%,.,2.0%,11.0%[57 µM],.,.,-4.1%
COc1cccc(CNC(=O)c2ccc3c(c2)sc2nc(-c4ccccc4)cn23)c1OC,-7.2%,80.0%[activator],-3.5%,1.1%,11.2%,43.8%[activator],-3.1%,-7.2%[59 µM],2.3%
Cc1nc(-c2cccnc2)sc1C(=O)Nc1ccc(Cl)cc1,-11.8%,17.8%,3.3%,-4.8%,3.9%,16.6%,-2.8%,-11.2%,-2.8%
CCOC(=O)C1CCCN(CC(=O)/C=C2/N(C)c3ccccc3C2(C)C)C1 (stereo unspecified),?,14.2%,20.3%,?,35.3%[activator],0.2%,-1.8%,?,1.5%
CCC(C)(C)NC(=O)C(c1cccc(OC)c1OC)N(C(=O)CCC(=O)Nc1cc(C)on1)C(C)C (stereo unspecified),-17.5%,122.5%[activator],9.1%,2.2%,-6.3%,-16.0%,-1.0%,-4.3%,-9.3%
CC(C)c1ccc(C(N)=S)cc1,-8.7%,35.8%[activator],1.9%,?,-0.4%,-5.8%,-1.8%,50.1µM*,-2.5%

Shown with the structure last: two of the compounds above.
JMJD2A Tudor inh	POLI inh	GLS inhibitor	BAZ2B inh	Pin1 inh	HP1b chromo inh	BLM helicase inh	G9a block	PGK inhibitor	SMILES
-8.0%	-19.2%	5.3%	-1.0%	-7.5%	22.3%[57 µM]	-0.8%	-9.0%[59 µM]	i	COc1ccc(NC(=O)C2CCN(S(=O)(=O)c3c(C)noc3/C=C/c3ccc(C)cc3)CC2)cc1Cl
-32.4%	?	-10.5%	?	-1.9%	-6.8%	-14.0%	-4.2%[59 µM]	-5.9%	N#Cc1ccccc1OCC(=O)NC(=O)NCc1ccco1

Further records:
canonical_smiles,JMJD2A Tudor inh,POLI inh,GLS inhibitor,BAZ2B inh,Pin1 inh,HP1b chromo inh,BLM helicase inh,G9a block,PGK inhibitor
O=c1c2ccccc2nc(/C=C/c2cccc(Br)c2)n1CCCO,-17.5%,?,-8.2%,-14.1%,-5.1%,-16.7%,-7.2%,?,-2.9%
COc1ccccc1-c1cc(C(=O)Nc2ccccc2C(F)(F)F)no1,8.9%,?,3.9%,3.0%,2.5%,22.2%,-4.6%,0.1%[59 µM],0.0%
O=C1C=C(c2ccc3ccccc3c2)C[C@@H](c2ccc(F)cc2)C1,-14.5%,20.9%,4.4%,-7.0%,2.6%,45.6%[activator],.,7.6%[0.501 µM],i
CCCN1CCN(C(=S)Nc2ccc3nc(N4CCN(CC)CC4)cc(C)c3c2)CC1,-25.7%,79.3%[activator],0.0%,-19.4%,0.4%,-7.5%,2.4%,44.7µM*,-2.5%
O=C(NC1CCS(=O)(=O)C1)c1ccc2c(c1)OCO2 (stereo unspecified),-17.2%,40.0%[activator],1.5%,9.5%,3.6%,12.5%,.,-14.8%,-8.9%
O=C(/C=C/c1ccccc1)Nn1c(-c2cccs2)nc2ccccc2c1=O,-6.5%,-25.7%,-4.9%,-4.9%,-1.7%,49.9%,-7.2%,0.1%,-4.5%
Nc1cc(=O)[nH]c(SCC(=O)Nc2ccc3c(c2)CCC3)n1,-1.1%,67.6%[activator],-9.6%,-16.4%,6.7%,16.9%,-6.5%,?,-9.6%
O=C(c1ccccc1)c1cnc(-c2ccc(Cl)cc2)s1,8.4%,-1.8%,.,-0.8%,-4.2%,57.7%[activator],-0.7%,12.8%,-1.1%
O=S(=O)(c1cc(F)ccc1F)N1CCC2(CC1)OCCO2,11.7%,0.2%,0.3%,9.6%,0.9%,39.8%[activator],-11.3%,170.7%[activator],-4.5%
COc1ccc2nc(NC(=O)CCc3cc(OC)c(OC)c(OC)c3)sc2c1,-33.8%,61.9%[activator],-3.7%,-26.8%,-2.7%,21.1%,-9.7%,-45.6%,-3.9%
COc1ccc(-c2n[nH]c(=S)n2Cc2ccco2)cc1,14.1µM*,6.6%,-8.0%,-38.4%,-1.8%,13.6%,-13.8%,?,-2.1%
COc1ccccc1C1c2ccc3ccccc3c2Oc2ncn(CCN(C)C)c(=N)c21 (stereo unspecified),?,31.8%[activator],12.8%,-33.0%,-1.2%,1.8%,46.7%[activator],?,-6.6%
COC(=O)c1c(-c2ccc(Cl)cc2)noc1N1CCN(c2ccc(C)cc2C)CC1,-14.0%,4.7%,-13.7%,11.5%,2.0%,30.3%[57 µM],-8.4%,55.4%[activator][59 µM],-8.5%
O=C(c1ccc(S(=O)(=O)N2CCCC2)cc1)N1CCCCC1,-6.1%,3.7%,-7.5%,-3.4%,-7.9%,9.5%,.,-31.3%,-3.7%
CN(C)CCN1C(=O)C(=O)/C(=C(/O)c2ccc(S(=O)(=O)N3CCOCC3)cc2)C1c1ccc(Br)cc1 (stereo unspecified),-8.3%,1.3%,17.4%,-12.7%,2.2%,25.6%,-1.6%,.,8.4%
CCOC(=O)C(C)(C)N(Cc1cccc(C)c1)S(=O)(=O)c1ccc(Cl)c([N+](=O)[O-])c1,-32.1%,9.6%,-3.6%,6.2%,1.3%,-5.3%,-9.8%,?,i
O=C(/C=C\Nc1ccc(S(=O)(=O)Nc2ncccn2)cc1)c1ccccc1,-10.9%,-4.0%,0.0%,-1.1%,?,4.6%,1.9%,2.7%,-1.1%
Cc1ccc(Nc2nc(N3CCOCC3)nc(N3CCOCC3)n2)cc1Cl,-0.4%,19.9%,-0.4%,-13.2%,0.4%,30.1%,-5.3%,32.7%[59 µM],6.0%
O=C(O)c1ccc(N(Cc2ccccc2)S(=O)(=O)c2ccccc2)cc1,-9.1%&5.3%,19.9%&-10.9%,3.8%&-2.2%,-2.7%&-6.1%,1.1%&-5.7%,19.5%&31.3%,-0.6%&-1.5%,-2.5%,1.5%&-7.8%

Some entries already given with just G9a block and POLI inh.
SMILES	G9a block	POLI inh
O=C(c1ccc(S(=O)(=O)N2CCCC2)cc1)N1CCCCC1	-31.3%	3.7%
CN(C)CCN1C(=O)C(=O)/C(=C(/O)c2ccc(S(=O)(=O)N3CCOCC3)cc2)C1c1ccc(Br)cc1 (stereo unspecified)	.	1.3%
CCOC(=O)C(C)(C)N(Cc1cccc(C)c1)S(=O)(=O)c1ccc(Cl)c([N+](=O)[O-])c1	?	9.6%
